# KLK7 zymogen act = proKLK7 zymogen activators, primary screen, biochemical, fluorescence intensity. purified proKLK7, EDANS-DABCYL substrate fluorescence; 100% is mature enzyme control, 0% vehicle. AID 652039, 2013. hit rate 0.9% among 370,000. Kallikrein-7 (Homo sapiens), P49862. activation, % at 7 µM;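 active = activation above the mean of all tested compounds plus 3 SD, computed per campaign excluding outliers beyond control limits, cut at about 13% in these data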
# Target sequence (P49862 whole entry, looked up): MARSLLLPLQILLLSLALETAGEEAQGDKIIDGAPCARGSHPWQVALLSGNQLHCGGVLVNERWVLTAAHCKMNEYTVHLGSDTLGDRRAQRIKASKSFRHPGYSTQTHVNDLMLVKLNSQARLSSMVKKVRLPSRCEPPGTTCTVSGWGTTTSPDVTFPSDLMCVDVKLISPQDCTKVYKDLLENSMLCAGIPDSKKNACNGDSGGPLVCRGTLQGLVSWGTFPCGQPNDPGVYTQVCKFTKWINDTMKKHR
# UHRF1 MBD2 ctr = UHRF1 methylated DNA binding inhibitors, primary screen, counter-screen for MBD2 inhibitor project, biochemical, TR-FRET, human UHRF1, single concentration; E3 ubiquitin-protein ligase UHRF1 (Homo sapiens), Q96T88; UHRF1 binding to methylated oligo; inhibition, % at 4.4 µM; hit rate 0.75% among 370,000; AID 687016, 2013; in the data active = inhibition above about 21%;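 also: UHRF1 SRA domain binding a hemimethylated CpG hairpin DNA probe; 0% = median of test compound wells and 100% = reference inhibitor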
# DDE Tn7 FP inh = inhibitors of Tn7 peptide binding to fibrin DD(E), primary screen, biochemical, fluorescence polarization, human fibrin, Tn7 probe; Fibrinogen beta chain (Homo sapiens), P02675; FP displacement of FITC-Tn7 peptide from fibrin DD(E); 0% = median of compound wells per plate; inhibition, % at 8.3 µM; hit rate 0.13% among 370,000; AID 720508, 2013;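 active = inhibition above the mean of compounds falling within the control limits plus 3 SD of them, cut at about 14% in these data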;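 also: 0% = plate median of compound wells and 100% = 10 µM Aha-Tn7 peptide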
#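 Assay system: human fibrin DD(E) protein / Input: 2 µM fibrin DD(E) / Benchmarks: high control of 10 µM Aha-Tn7 peptide / Measured by: fluorescence polarization of the labelled Tn7 tracer / Medium: Tris buffer with calcium and detergent, pH 7.8 / Timing: 10 min compound pre-incubation, 3 h probe incubation at room temperature / Repeats: one replicate per compound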
# DDE Tn6 FP inh = inhibitors of Tn6 peptide binding to fibrin DD(E), primary screen, biochemical, fluorescence polarization, human fibrin, Tn6 probe; Fibrinogen beta chain (Homo sapiens), P02675; Fibrin DD(E) TRITC-Tn6 fluorescence polarization displacement; inhibition, % at 8.3 µM; hit rate 0.21% among 370,000; AID 720509, 2013;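 active = inhibition above a per-campaign cutoff: mean of compounds within control limits plus 3 SD, cut at about 15% in these data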;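 also: 0% = median of all compound wells on the plate and 100% = blocking peptide control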
# TDP2 inh = human TDP2 enzyme inhibitors, primary screen, biochemical, epi absorbance, recombinant enzyme. Tyrosyl-DNA phosphodiesterase 2 (Homo sapiens), O95551. T5PNP hydrolysis, p-nitrophenol absorbance 415 nm. inhibition, % at 12.8 µM. hit rate 0.34% among 370,000. AID 720702, 2013;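 active = inhibition above the mean of all tested compounds plus 3 SD, set per campaign, cut at about 25% in these data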;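 also: 0% = DMSO with enzyme and 100% = buffer with substrate but no TDP2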
# Target sequence (O95551 whole entry, looked up): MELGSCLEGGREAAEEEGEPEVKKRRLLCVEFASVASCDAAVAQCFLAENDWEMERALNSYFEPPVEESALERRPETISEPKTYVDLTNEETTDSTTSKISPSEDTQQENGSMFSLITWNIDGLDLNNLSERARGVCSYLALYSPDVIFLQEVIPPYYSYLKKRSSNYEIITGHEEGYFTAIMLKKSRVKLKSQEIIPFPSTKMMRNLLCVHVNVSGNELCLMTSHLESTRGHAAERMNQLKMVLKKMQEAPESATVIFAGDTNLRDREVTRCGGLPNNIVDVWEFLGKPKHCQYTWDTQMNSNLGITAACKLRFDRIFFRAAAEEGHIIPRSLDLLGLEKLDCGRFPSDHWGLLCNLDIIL
#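 Test system: human TDP2 enzyme; Input: 120 nM TDP2 per well; Buffer or medium: Mg2+-containing Tris-HCl buffer, pH 7.5; Reagent: 5 mM T5PNP; Dosing: 12.8 µM single point, 1% DMSO; Incubation: reaction 2 h, 37 °C; Detection: p-Nitrophenol epi absorbance; Read-out: % inhibition relative to enzyme-containing and enzyme-free wells; Replicates: single well per compound.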
# SIAE inh = human SIAE inhibitors, primary screen, biochemical, fluorescence polarization, FP-Rh probe, 1536-well HTS | Sialate O-acetylesterase (Homo sapiens), Q9HAT2 | AID 1053197, 2014 | SIAE FP-Rh probe binding | hit rate 0.69% among 370,000 | inhibition, % at 9.66 µM;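 active = inhibition above a cutoff: mean of compounds within the control limits plus 3 SD of those, cut at about 17% in these data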;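 also: 0% = plate median of compound wells and 100% = probe without SIAE protein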
# LEDGF integ inh = blockers of LEDGF/p75-dependent integrase strand transfer – biochemical, TR-FRET, high throughput, primary screen | TR-FRET IN-LEDGF/p75 DNA integration, Eu/Cy5 | inhibition, % at 3.7 µM | hit rate 0.64% among 370,000;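 active = inhibition above the screen-wide mean plus 3 SD, cut at about 13% in these data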;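 also: signal is the Cy5 over europium emission ratio at 671 and 618 nm; 0% = plate median of compound wells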
# MBD2 DNA inh = inhibitors of MBD2 binding to methylated DNA, primary screen, biochemical, TR-FRET, DNA-binding domain, human. AID 686964, 2013. inhibition, % at 4.4 µM. Methyl-CpG-binding domain protein 2 (Homo sapiens), Q9UBB5. hit rate 0.31% among 370,000. MBD2 binding to methylated oligonucleotide; in the data active = inhibition above about 13%
# Target sequence (Q9UBB5 whole entry, looked up, the tested form may be a part): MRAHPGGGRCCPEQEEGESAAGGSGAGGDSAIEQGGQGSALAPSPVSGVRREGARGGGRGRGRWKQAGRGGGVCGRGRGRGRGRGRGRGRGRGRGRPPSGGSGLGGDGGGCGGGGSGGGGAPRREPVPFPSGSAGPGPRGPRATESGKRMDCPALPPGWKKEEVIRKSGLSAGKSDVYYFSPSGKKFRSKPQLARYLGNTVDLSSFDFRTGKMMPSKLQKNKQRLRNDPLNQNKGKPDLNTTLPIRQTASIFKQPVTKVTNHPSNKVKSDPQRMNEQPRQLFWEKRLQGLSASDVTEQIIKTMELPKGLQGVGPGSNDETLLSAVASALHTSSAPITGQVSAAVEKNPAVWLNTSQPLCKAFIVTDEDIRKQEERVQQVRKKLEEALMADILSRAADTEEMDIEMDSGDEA
# PRMT1 inh = PRMT1 methyltransferase inhibitors, primary screen, biochemical, fluorescence polarization | Protein arginine N-methyltransferase 1 (Homo sapiens), Q99873 | recombinant PRMT1, activity-based probe fluorescence polarization | AID 652257, 2013 | inhibition, % at 2.79 µM | hit rate 1.3% among 370,000;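 active = inhibition above about 21% made by adding two undisclosed values, limit read from the data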
# TCR-CD3 inh = inhibitors of human TCR-CD3 interaction, primary screen, biochemical, fluorescence, TAMRA-labeled TCR probe. T-cell receptor (TCR). inhibition, % at 9.4 µM. hit rate 0.37% among 360,000; in the data active = inhibition above about 19%;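 also: recombinant mutant TCR 2C K166C tagged with TAMRA read by polarization; 0% = receptor in buffer alone and 100% = receptor with positive control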
# * hit, by the source's call; . = not tested or not shown.
SMILES,KLK7 zymogen act,UHRF1 MBD2 ctr,DDE Tn7 FP inh,DDE Tn6 FP inh,TDP2 inh,SIAE inh,LEDGF integ inh,MBD2 DNA inh,PRMT1 inh,TCR-CD3 inh
O=C(CNC(=O)c1cccs1)N/N=C/c1cccc(Cl)c1,-0.9,-1,7,0,-1,1,-1,-5,1,10
Cc1ccc(S(=O)(=O)NCC(=O)N(CC(=O)NCC2CCCO2)CC2CCCO2)cc1 (stereo unspecified),0.7,2,-2,0,-1,0,-3,3,7,-3
Cc1cc(=O)n2ccccc2c1C#N,48*,-6,-5,4,5,-3,-2,1,1,2
Cc1cccc(S(=O)(=O)NC(=O)C2(C)CCN2C(=O)c2sccc2C)c1 (stereo unspecified),0.5,-1,2,-1,-5,5,-3,-1,0,4
COc1cc(NC(=O)C2CC(c3c(F)cccc3Cl)=NO2)cc(OC)c1OC (stereo unspecified),0.1,1,-8,3,16,5,-1,1,-1,-1
COc1ccc(CNC(=O)c2cc(C)nc3ccccc23)cc1OC,0.0,0,-5,8,7,1,1,0,-5,1
COC(=O)c1c(C(=O)OC)c(-c2ccc(Cl)cc2)n2c1CS(=O)(=O)C2,0.1,-1,6,-2,-5,-2,-3,2,1,3
COc1ccc([N+](=O)[O-])cc1/C=N/NC(=O)/C(=C\c1cccs1)NC(=O)c1ccccc1,-0.9,-4,0,-1,0,5,0,-6,1,4
COc1ccc(CCNC(=O)C2CCN(C(=O)c3ccc(C(C)(C)C)cc3)CC2)cc1,-0.3,0,1,-1,7,0,-2,1,-1,2
Cc1onc(-c2ccccc2)c1NC(=O)N(CCC#N)Cc1ccccc1,-0.4,0,-1,-4,-7,-3,1,6,3,-3
Cc1c(C(=O)OC2CCCC2)[nH]c2c1C(=O)CC(c1ccco1)C2 (stereo unspecified),0.8,1,-3,0,0,0,6,-1,10,5
CC(=O)C1=C(C)Nc2ncnn2C1c1ccc(C)cc1 (stereo unspecified),0.1,-2,-3,3,12,2,1,-4,-2,6
Cc1ccc2cc(-c3noc(C(C)(C)C)n3)c(=O)[nH]c2c1,0.6,0,-1,0,2,0,-2,-6,0,-7
CCN1CCN(C(=O)C2c3cc(OC)c(OC)cc3C(=O)N3CCc4ccccc4C23)CC1 (stereo unspecified),0.3,-5,8,-1,-1,-5,-1,-7,-2,-1
COc1cc(OC)cc(C(=O)NC2CCN(CCCOc3ccccc3)CC2)c1,-0.4,-1,2,-14,7,2,-2,7,4,-1
CSc1ncccc1C(=O)OCC(=O)NC1CCC(C)CC1 (stereo unspecified),-0.7,2,-4,0,-3,-3,-8,1,-1,-1
CN1/C(=c2/s/c(=C3/C(=O)N(c4ccccc4)NC3=Nc3ccccc3)n(C)c2=O)C(C)(C)c2ccccc21,-0.3,-2,2,7,5,10,-2,-1,2,-2
CC(/C=N/n1c(-c2cc(C)[nH]n2)n[nH]c1=S)=C\c1ccccc1,-0.7,0,0,4,10,9,-3,-2,1,6
O=C(Nn1cnnc1)c1ccc(Cl)c([N+](=O)[O-])c1,0.2,25*,3,-2,6,-3,-3,0,1,0
O=C(COC(=O)C1C2CC3OC(=O)C1C3C2)Nc1ccccc1 (stereo unspecified),-0.7,0,-8,-6,1,1,0,5,3,-1
COc1cccc(OCC(O)CN2CCN(c3ccc(F)cc3)CC2)c1 (stereo unspecified),-0.5,1,-5,-4,8,-2,0,4,1,0
Cc1c(F)cccc1NC(=O)c1ccc2c(c1)CCN2S(C)(=O)=O,0.1,-1,11,8,5,1,0,1,-2,2
Cc1ccc(-n2c(=O)cc(N3CCc4ccccc4C3)[nH]c2=O)cc1,-0.2,2,6,4,-1,3,0,3,-2,3
COc1ccc(Cl)cc1C(=O)NC(=S)Nc1cc(-c2nc3ccccc3[nH]2)ccc1C,-1.4,7,7,-9,-4,-117,4,7,2,47*
CCN(c1cccc2ccccc12)S(=O)(=O)c1ccc(Cl)nc1,-2.0,-1,1,5,-8,2,-5,1,-4,-3
Cc1cc(NC(=O)CC#N)n(-c2nc3ccccc3[nH]2)n1,-0.7,-1,-2,-8,-12,-20,0,-3,-3,5
COc1ccc(NC(=O)CN(C)C(=O)Cc2ccc3c(c2)CCC3)cc1,0.3,1,-3,-1,-14,-4,-1,-1,-1,-2
CC(C)CNC(=O)/C=C/c1cccs1,-0.1,2,1,-3,-13,-7,-2,3,6,-3
Cc1cc(C)cc(NC(=S)N2CCN(c3ccc(F)cc3)CC2)c1,0.0,2,-2,6,-21,-4,-1,-2,-3,-10
O=C1SCCC1NC(=O)C(c1ccccc1)c1ccccc1 (stereo unspecified),0.5,-1,4,6,5,-2,-1,-6,3,2
Cc1ccc(NC(=O)Nc2ccc(C(=O)N3CCOCC3)cc2)cc1,0.2,-2,0,2,3,1,-3,-8,-1,6
CC1=Nn2c(nnc2-c2n[nH]c3c2CCC3)SC1,0.3,1,2,-7,9,1,2,-4,0,-1
COc1ccc(C(CNC(=O)Cn2c(=O)oc3ccccc32)N(C)C)cc1 (stereo unspecified),0.4,-2,3,-9,-8,-3,4,-3,-4,2
COC(=O)c1ccc(S(=O)(=O)c2ccc([N+](=O)[O-])cc2)cc1,-0.8,2,-8,-6,-4,-4,2,0,1,3
O=C(Nc1ccccc1)Nc1ccno1,0.6,-2,5,1,4,-5,1,-1,-2,1
O=C(O)c1cc(=S)nc[nH]1,-0.6,1,1,-5,1,2,-1,6,39*,-5
COC(=O)c1ccc(S(=O)(=O)N2CCC(c3nc4ccccc4o3)CC2)cc1,-0.1,0,-5,8,-7,7,-3,3,-2,-5
CCCCOC(=O)C1=C(C)NC(=O)NC1c1ccc(N(C)C)cc1 (stereo unspecified),0.4,1,-2,-11,6,7,-4,4,3,-7
COc1ccc(S[C@]2(C(=O)N3CCN(c4ncccn4)CC3)CC(=O)N(C(=O)/C=C/c3ccccc3)[C@@H]2c2ccc(OC)cc2)cc1,-0.3,4,1,1,-13,4,4,1,4,.
CCN(CC)c1ccc(NC(=O)COC(=O)c2ccc3ccccc3n2)cc1,-0.1,-1,-5,0,-6,10,1,3,0,-9
Cc1ccc(S(=O)(=O)N2CCN(C(C(=O)Nc3ccc(F)cc3)c3ccccc3)CC2)cc1 (stereo unspecified),-1.0,-2,1,-4,1,-8,-1,3,-3,-6
COc1ccc(S(=O)(=O)N2CCC(C(=O)NCC3CCCO3)CC2)cc1 (stereo unspecified),0.4,12,-3,-6,11,-6,1,5,-1,0
C[C@@H]1NC(=O)[C@H](CCCN=C(N)N)NC(=O)c2cc([N+](=O)[O-])cc(I)c2NCCC[C@@H](C(N)=O)NC1=O,0.3,-6,-5,2,-4,-1,2,-2,7,2
CN(C(=O)c1ccc2c(Cl)c3c(nc2c1)CCC3)c1ccccc1,-0.3,5,-3,2,-7,0,2,-5,-1,-6
CSCCC(NS(=O)(=O)c1ccc(C)cc1)C(=O)N(C)CC(=O)Nc1ccccc1Br (stereo unspecified),0.1,0,6,-1,-4,5,3,-2,-3,9

# Of the compounds above, these contain a tert-butyl group:
SMILES,KLK7 zymogen act,UHRF1 MBD2 ctr,DDE Tn7 FP inh,DDE Tn6 FP inh,TDP2 inh,SIAE inh,LEDGF integ inh,MBD2 DNA inh,PRMT1 inh,TCR-CD3 inh
COc1ccc(CCNC(=O)C2CCN(C(=O)c3ccc(C(C)(C)C)cc3)CC2)cc1,-0.3,0,1,-1,7,0,-2,1,-1,2
Cc1ccc2cc(-c3noc(C(C)(C)C)n3)c(=O)[nH]c2c1,0.6,0,-1,0,2,0,-2,-6,0,-7

# Other results.
SMILES,KLK7 zymogen act,UHRF1 MBD2 ctr,DDE Tn7 FP inh,DDE Tn6 FP inh,TDP2 inh,SIAE inh,LEDGF integ inh,MBD2 DNA inh,PRMT1 inh,TCR-CD3 inh
COc1cc(CCNC(=O)c2ccccc2NC(=O)C2=C(C)OCCS2)cc(OC)c1OC,0.5,0,6,14,-1,10,-1,6,-2,6
Cc1nc(NC(=O)c2ccc3c(c2)OCCO3)ccc1Br,0.5,-1,5,-3,3,2,0,2,-1,-4
COc1ccc(Cl)cc1C(=O)NNC(=O)CCNS(=O)(=O)c1ccccc1,0.3,-1,4,9,-11,1,1,-4,1,3
O=C(Cc1ccccc1)NCC(=O)N1CCC2(CC1)NCCc1[nH]cnc12,0.2,-4,-1,1,9,6,2,0,0,-5
CC(=O)c1ccc(NC(=O)CN2CCC(NC(=O)C3CCCCC3)CC2)cc1,-1.2,-2,-9,7,9,3,5,-2,-2,2
CCCCCCCC(=O)NN1CCOCC1,0.4,-1,-3,-9,7,-1,-1,1,-3,2
CC1CC1C(=O)Nc1nc(-c2ccc(Cl)s2)cs1 (stereo unspecified),0.4,0,3,-5,1,-6,-7,3,4,-4
C#CCOc1ccccc1/C=C1/C(=O)ON=C1C,-0.1,1,-1,0,20,3,0,-7,3,10
CCOc1ccc(Cl)cc1/C=N/NC(=O)CNC(=O)c1ccccc1,0.1,-1,5,1,-6,-1,-2,1,0,-1
COc1cccc(/C=c2\s/c(=C\C(=O)C(C)(C)C)[nH]c2=O)c1,0.1,0,-1,2,-2,-2,-1,0,0,-9
CCOC(=O)c1c(CC(C)C)csc1NC=O,0.6,2,-4,9,-8,-2,4,-5,-1,1
COC(=O)c1ccc(NC(=O)Nc2ccc(C)cc2)cc1,0.1,-3,-2,-7,-2,2,2,-6,-2,-11
CCCC(=O)N1CCC1(C)C(=O)NS(=O)(=O)c1ccc(F)cc1F (stereo unspecified),-0.7,2,0,-2,4,6,1,5,1,-4
O=C1N/C(=C/c2cccs2)C(=O)N1Cc1ccc(Br)cc1,0.1,-2,-1,-7,8,0,-2,2,3,1
